# Source: PubChem
# Bim-Mcl-1: inhibitors of Bim peptide binding to Mcl-1, primary screen, biochemical, bead-based flow cytometry, multiplex; inhibition, % at 10 µM; 0.1% of 190,000 active; Bim peptide-Mcl-1 binding; AID 1009, 2008; in the data active = inhibition above about 40%;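 note: 0% = no compound tracer wells and 100% = peptide blocker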
# Target sequence (Q07820 whole entry, looked up): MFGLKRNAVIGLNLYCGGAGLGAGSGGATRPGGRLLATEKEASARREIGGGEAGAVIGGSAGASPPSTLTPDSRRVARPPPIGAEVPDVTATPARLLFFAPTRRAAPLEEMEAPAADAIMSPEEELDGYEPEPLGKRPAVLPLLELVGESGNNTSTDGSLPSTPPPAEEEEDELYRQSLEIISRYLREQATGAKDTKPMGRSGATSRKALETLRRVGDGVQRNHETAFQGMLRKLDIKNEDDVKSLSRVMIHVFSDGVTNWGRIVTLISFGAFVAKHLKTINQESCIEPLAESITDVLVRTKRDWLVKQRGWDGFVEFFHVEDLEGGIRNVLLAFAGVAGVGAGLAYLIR
# Mcl1 Bid PPI: Mcl-1/Bid binding inhibitors, primary screen, biochemical, TR-FRET, 1536-well. inhibition, % at 21.7 µM. AID 1021, 2008. 0.97% of 220,000 active. TR-FRET Mcl-1/Bid-Dy647 peptide binding;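 active = compounds that cut the binding signal by more than half at the single screening dose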;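 note: His-tagged Mcl-1 with europium anti-His antibody binding Bid BH3 peptide; 0% = Mcl-1 plus peptide wells and 100% = peptide-only wells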
# Rac1 wt modul: wildtype Rac1 GTP binding modulators, primary screen, biochemical, GST-Rac1 beads, flow cytometry, multiplex. Ras-related C3 botulinum toxin substrate 1 (Homo sapiens), P63000. fluorescent GTP binding; actives lie on both sides; 0 = cold GTP competed, 100 = untreated. GTP binding activity (% of control), % at 10 µM. 0.27% of 190,000 active. AID 757, 2007;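 active = GTP binding activity at least 20 points away from the 100% control level, either lower or higher; inconclusive = compound flagged as likely green fluorescent, judged across all proteins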
# Rab7 wt modul: modulators of GTP binding to Rab7, primary screen, biochemical, wildtype, multiplex bead flow cytometry. 0.055% of 190,000 active. GST-Rab7 beads, fluorescent GTP binding; actives lie on both sides; untreated = 100%, excess cold GTP = 0%. GTP binding activity (percent of control), % at 10 µM. Rab7 GTPase wild type (dog), Bodipy-FL-GTP binding. AID 758, 2007;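 active = fluorescent GTP binding to Rab7 beads changed by at least 20 points from the 100% baseline, either direction, mostly lower; inconclusive = compound itself probably fluorescent, or too few beads counted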;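 note: median green fluorescence of bound Bodipy-FL-GTP per Rab7 bead population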
# Cdc42 wt: modulators of GTP binding to wildtype Cdc42, primary screen, biochemical, multiplex bead flow cytometry, Bodipy-GTP | Cell division control protein 42 homolog (Homo sapiens), P60953 | GST-Cdc42 beads; actives lie on both sides | percent activity (GTP binding), % at 10 µM | 0.2% of 190,000 active | AID 761, 2007;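 active = percent activity GTP binding at least 20 points away from the 100% baseline, either down as inhibitor or up as activator; inconclusive = compound flagged as likely green fluorescent from well-wide comparison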;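 note: median bead fluorescence of bound Bodipy-FL-GTP at 100 nM; 0% = excess unlabeled GTP control and 100% = no compound control; below 100% means less GTP binding so inhibitor and above means activator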
# Target sequence (P60953 whole entry, looked up): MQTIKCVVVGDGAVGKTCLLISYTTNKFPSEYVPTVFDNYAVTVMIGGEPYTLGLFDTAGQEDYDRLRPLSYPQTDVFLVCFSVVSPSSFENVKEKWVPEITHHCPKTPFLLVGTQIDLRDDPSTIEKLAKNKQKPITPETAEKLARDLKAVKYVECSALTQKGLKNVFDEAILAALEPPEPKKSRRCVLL
# RGS8-Gao: RGS8-Galphao binding modulators, primary screen, biochemical, multiplexed bead flow cytometry; 0.34% of 220,000 active; response (percent of control binding), % at 10 µM; actives lie on both sides; Guanine nucleotide-binding protein G(o) subunit alpha (Homo sapiens), P09471; in the data active = response below about 60% or above about 140%; inactive = in between;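 note: Galphao activated as the GDP aluminium fluoride complex binding bead-coupled RGS8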
# Target sequence (P09471 whole entry, looked up): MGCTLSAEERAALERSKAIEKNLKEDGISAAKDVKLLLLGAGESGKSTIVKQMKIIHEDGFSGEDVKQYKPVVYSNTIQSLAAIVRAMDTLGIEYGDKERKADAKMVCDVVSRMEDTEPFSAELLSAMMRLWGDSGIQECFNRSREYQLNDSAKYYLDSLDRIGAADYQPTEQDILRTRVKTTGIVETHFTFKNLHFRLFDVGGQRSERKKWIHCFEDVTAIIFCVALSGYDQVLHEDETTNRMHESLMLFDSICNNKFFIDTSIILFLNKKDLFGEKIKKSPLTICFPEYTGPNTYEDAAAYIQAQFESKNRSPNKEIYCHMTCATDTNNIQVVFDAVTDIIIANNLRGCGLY
# Rab2 wt GTP: modulators of GTP binding to Rab2A wildtype, primary screen, biochemical, dog, bead-based flow cytometry, multiplex | GST-Rab2 wt beads, Bodipy-GTP binding | GTP binding activity, % at 10 µM | 0.19% of 190,000 active | AID 760, 2007;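 active = GTP binding activity at least 20 points away from 100%, either lowered or raised; inconclusive = signal likely due to the compound's own green fluorescence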;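 note: 0% = beads with excess unlabeled GTP and 100% = no-compound control corrected for plate trend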
# Pf gamet viab: late stage P. falciparum gametocyte viability inhibitors, primary screen, ATP luminescence, HTS; P. falciparum stage V gametocytes, 24 h; inhibition, % at 10.9 µM; 0.065% of 150,000 active; AID 743093, 2013;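 active = inhibition above the mean plus 3 SD of compounds within the control limits, set per campaign, cut at about 38% in these data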;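 note: 0% = DMSO wells and 100% = medium only without gametocytes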
# HRas wt GTP: modulators of GTP binding to HRas wildtype, primary screen, biochemical, bead-based flow cytometry, multiplex. GTP binding activity, % at 10 µM. AID 759, 2007. GST-Ras wt beads, Bodipy-FL-GTP binding; actives lie on both sides. 0.14% of 190,000 active;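 active = GTP binding activity at least 20% away from the 100% baseline, either lowered as inhibitor or raised as activator; inconclusive = flagged as likely green fluorescent, judged across all proteins in the well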;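 note: 0% = unlabeled GTP competition control and 100% = no-compound control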
# Target sequence (P01112 whole entry, looked up): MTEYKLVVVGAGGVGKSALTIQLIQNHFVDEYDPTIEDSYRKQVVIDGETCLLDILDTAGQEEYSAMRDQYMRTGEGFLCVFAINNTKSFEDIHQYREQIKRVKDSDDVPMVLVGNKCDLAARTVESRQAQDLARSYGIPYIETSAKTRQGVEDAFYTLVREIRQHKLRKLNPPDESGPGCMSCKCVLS
# Mcl1 Noxa PPI: Mcl-1/Noxa binding inhibitors, primary screen, biochemical, TR-FRET, 1536-well. Induced myeloid leukemia cell differentiation protein Mcl-1 (Homo sapiens), Q07820. inhibition, % at 21.7 µM. TR-FRET Mcl-1/Noxa peptide binding, 2 h. 1.5% of 220,000 active;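 active = compounds that cut the protein-peptide binding signal by more than 50% relative to plate controls in a single-dose test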;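 note: His-tagged Mcl-1 with rhodamine Noxa BH3 peptide and terbium anti-His antibody; 0% = Mcl-1 plus Noxa peptide wells and 100% = peptide-only wells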
# Rac1 act GTP bind: GTP binding modulators of activated mutant Rac1, primary screen, biochemical, bead-based flow cytometry, multiplex, fluorescent GTP; Ras-related C3 botulinum toxin substrate 1 (Homo sapiens), P63000; GST-Rac1 activated beads; actives lie on both sides; 100% means binding = to untreated wells; percent activity (GTP binding), % at 10 µM; 0.11% of 190,000 active;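 active = GTP binding at least 20 percentage points away from the 100% baseline, in either direction, so actives lie on both sides; inconclusive = Compound likely fluorescent itself, or too few beads counted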
# An asterisk follows results filed as active; ? = inconclusive; · = no result given.
SMILES,Bim-Mcl-1,Mcl1 Bid PPI,Rac1 wt modul,Rab7 wt modul,Cdc42 wt,RGS8-Gao,Rab2 wt GTP,Pf gamet viab,HRas wt GTP,Mcl1 Noxa PPI,Rac1 act GTP bind
CCC(C)OC(=O)C1=C(C)NC(=O)NC1c1ccc(F)cc1 (stereo not given),1,12,99,99,99,93,100,5,100,6,98
Cc1ccc(NC(=O)CN(Cc2ccccc2)S(C)(=O)=O)cc1C,-1,-8,96,98,97,99,99,·,100,-13,98
Cc1cc(C)n(-c2ccc(C(F)(F)F)cc2[N+](=O)[O-])n1,0,-6,98,106,95,97,100,-5,100,-16,94
COc1ccc(S(=O)(=O)N2CCOCC2)cc1NC(=O)COc1ncnc2ccccc12,0,0,104,104,103,83,102,·,100,4,100
O=C(C1=C[C@@H](c2csc3ccccc23)C[C@@H](OCCCCO)O1)N1CCN(Cc2ccc3c(c2)OCO3)CC1,-2,9,98,104,95,100,97,-8,96,6,94
COc1ccc(C)cc1NC(=O)NCc1ccco1,0,-34,100,94,96,98,95,-14,95,8,95
O=S(=O)(c1cccc(-c2n[nH]c(=S)n2C2CCCC2)c1)N1CCOCC1,-4,-20,97,107,95,103,100,-1,99,24,96
CC(=O)NC(=S)Nc1ccc2oc(-c3cc(F)c(F)cc3Cl)nc2c1,-4,-15,97,106,97,101,98,-10,95,15,96
CCN(C1CCCCC1)S(=O)(=O)c1ccc(S(=O)(=O)N2CCN(CCC#N)CC2)cc1,-1,5,97,95,98,102,97,·,95,20,98
COCCNC(=O)c1cc(C)ccc1C,-2,-9,101,99,99,99,98,1,99,20,97
O=C(c1csc2c1CCCC2)N1CCN(c2ccc(F)cc2)CC1,0,-17,106,98,101,82,101,·,102,3,101
COC(=O)c1cccc(OCC(O)Cn2ccnc2)c1 (stereo not given),-1,91*,101,96,98,103,95,-16,97,9,95
Cc1[nH]c2ccccc2c1N=Nc1cc(C(=O)O)cc(C(=O)O)c1,1,-32,97,107,97,98,99,-14,99,29,96
COc1ccccc1CN1CCNC(=O)C1CC(=O)NCc1cn(C)nc1C (stereo not given),-1,-10,105,102,102,97,104,4,101,1,99
Cc1cccc2sc(NC(=O)CSc3nc4ccccc4o3)nc12,-1,1,99,102,101,106,102,18,104,-8,98
COCCNC(=S)c1ccc(OC)cc1,-5,-10,103,100,102,104,102,8,103,-6,100
CCC(C)NC(=O)[C@H](CSCc1ccccc1)N1Cc2ccccc2C1=O (stereo not given in full),-3,4,100,97,99,100,99,·,100,3,97
COc1cc(/C=C(\C#N)C(=O)Nc2ccc(SC(F)F)cc2)cc(OC)c1OC,4,-28,98,97,97,96,97,·,97,15,97
CN(C)CCCN1C(=O)c2cccc3c([N+](=O)[O-])ccc(c23)C1=O,0,-6,106,99,106,100,104,11,106,14,102
O=C(NNC(=O)c1ccccc1[N+](=O)[O-])c1cccs1,-4,-53,101,102,96,94,101,-11,99,7,98
Cc1cc(C)cc(OCC(=O)N2N=C(C(F)(F)F)CC2(O)C(C)(C)C)c1 (stereo not given),0,0,101,101,100,102,100,-9,100,5,98
CCOC(=O)/C(C#N)=C\c1cc(OC)c(OC)cc1[N+](=O)[O-],-3,-22,104,101,98,102,98,·,100,-6,97
O=C1OCCC1Sc1nnc(-c2ccco2)n1-c1ccccc1 (stereo not given),-1,-21,96,93,96,102,97,-12,94,0,95
COc1cccc(C2CC(=O)Nc3c2c(=O)[nH]c2ncnn32)c1 (stereo not given),-1,-21,100,98,96,101,96,2,97,3,96
CC(=O)c1ccc(NC(=S)Nc2ccc3cn[nH]c3c2)cc1,0,-6,?,?,?,93,?,-5,?,28,?
COc1ccc(C(c2sc3nc(C)nn3c2O)N2CCC3(CC2)OCCO3)cc1 (stereo not given),-8,-17,102,97,104,101,102,5,100,6,101
O=C(NCCCO)/C(=C/c1ccc(-c2cccc([N+](=O)[O-])c2)o1)NC(=O)c1ccccc1,0,-6,104,107,101,103,103,-6,101,3,98
S=C1NCN(Cc2ccccc2)CN1C1CCCCC1,1,-33,102,108,97,96,102,0,100,-11,95
CCOc1ccc(CC(=NCCc2ccccc2)C2=C(O)CC(C)(C)CC2=O)cc1OCC,-2,1,102,100,100,100,98,-6,101,19,100
CCCN(CCC)c1nc(NC2CCN(C(=O)OCC)CC2)nc(OC)n1,0,-15,101,106,101,106,103,31,103,18,97
CCOc1ccc(-c2nnc(-c3ccc(OC)cc3)o2)cc1,0,7,100,102,98,14*,100,-5,100,-8,98
Cc1cccc(C(=O)N2CCC(=O)N(C(COCc3ccc(Cl)cc3)Cc3ccccc3)CC2)c1 (stereo not given),-2,2,101,91,94,100,94,1,96,3,96
CCOc1cc(C(=O)Nc2ccc(S(=O)(=O)NC3=NCCCCC3)cc2)cc(OCC)c1OCC,-1,1,96,95,93,99,94,·,95,18,92
COc1ccccc1NC1=NC(C)(C)N=C(N)N1,0,-7,107,103,102,104,103,-1,100,14,99
CCCC(=O)O[C@]1(C(=O)CO)CC[C@H]2[C@@H]3CCC4=CC(=O)CC[C@]4(C)[C@H]3[C@@H](O)C[C@@]21C,-3,5,103,101,99,101,102,·,102,14,103
O=C1c2ccccc2C(=O)N1/N=C/c1ccc(Oc2ccc([N+](=O)[O-])cn2)cc1,-1,-2,95,97,89,100,93,-8,93,8,93

# Part of the list above, with tabs.
mol	Bim-Mcl-1	Mcl1 Bid PPI	Rac1 wt modul	Rab7 wt modul	Cdc42 wt	RGS8-Gao	Rab2 wt GTP	Pf gamet viab	HRas wt GTP	Mcl1 Noxa PPI	Rac1 act GTP bind
O=C(c1csc2c1CCCC2)N1CCN(c2ccc(F)cc2)CC1	0	-17	106	98	101	82	101	·	102	3	101
COC(=O)c1cccc(OCC(O)Cn2ccnc2)c1 (stereo not given)	-1	91*	101	96	98	103	95	-16	97	9	95

# Next part:
SMILES,Bim-Mcl-1,Mcl1 Bid PPI,Rac1 wt modul,Rab7 wt modul,Cdc42 wt,RGS8-Gao,Rab2 wt GTP,Pf gamet viab,HRas wt GTP,Mcl1 Noxa PPI,Rac1 act GTP bind
CC(=O)c1cccc(S(=O)(=O)NCC(c2ccco2)N2CCCCC2)c1 (stereo not given),-8,4,101,96,97,114,97,21,99,5,98
CC(C)Oc1ccc(CCN=C(N)N=C(N)N)cc1Cl,0,4,93,103,91,83,97,6,97,-13,93
CC1CCCC(C)N1C(=O)COC(=O)c1ccc[nH]c1=O (stereo not given),-1,-12,105,101,102,99,103,-38,102,-4,102
O=C(COC(=O)c1cc(=O)c2ccccc2o1)NCC1CCCCC1,-2,-1,95,99,98,101,98,-11,97,1,96
O=C(COC(=O)CC1CC2CCC1C2)Nc1cc([N+](=O)[O-])ccc1F (stereo not given),-3,-21,94,105,92,100,97,13,95,3,90
COc1ccc(NC(=O)COc2ccccc2)c(OC)c1,0,-4,103,100,100,97,101,·,101,3,100
Cc1ccc(C(=O)N2CCN(c3ccc(NC(=O)c4ccc(Br)o4)cc3)CC2)cc1,0,-7,108,99,105,100,100,-13,103,22,100
N/C(=N\OC(=O)c1cccc(Cl)c1)c1ccncc1,1,-13,101,102,100,105,99,·,100,17,97
COc1ccc(Cl)cc1NC(=O)NC(C)C(C)(C)C (stereo not given),-1,-29,101,109,101,96,104,-1,101,4,96
CCOc1ccc(S(=O)(=O)NN2Cc3ccccc3C2=N)cc1,1,3,96,104,96,104,97,1,95,15,95
Cc1ccc(S(=O)(=O)Nc2ccc(S(=O)(=O)Nc3cc(C)nc(C)n3)cc2)cc1,0,11,94,102,94,93,96,-5,97,20,94
COc1ccc(OC(C)C(=O)NCc2cccnc2)cc1 (stereo not given),-1,11,102,99,102,102,100,-32,102,9,99
Cn1c2c(c(=O)n(C)c1=O)CN(CCCN1CCOCC1)CN2,0,-47,106,102,104,101,103,18,104,-1,101
O=C1C(Cl)=C(NCC2CCCO2)C(=O)N1CCc1ccccc1 (stereo not given),-1,-13,100,95,99,101,97,-15,97,8,95
CSc1ccccc1NC(=O)C(=O)c1c[nH]c2ccccc12,-2,8,97,102,96,89,98,-2,98,11,98
COc1ccc(/C=N/NC(=O)c2cc(C(C)(C)C)[nH]n2)cc1COc1ccc(F)cc1F,2,2,96,96,96,102,93,-23,96,3,93
CCOC(=O)c1sc(NC(=O)C(OC(C)=O)c2ccccc2)nc1C (stereo not given),-3,6,99,100,99,96,95,·,95,15,97
COc1ccc(OC)c(/C(O)=C/C(=O)C(=O)Nc2cc(C)ccc2OC)c1,3,26,104,100,102,82,102,3,100,16,98
O=c1c2cnn(-c3ccccc3)c2nnn1Cc1ccccn1,2,-10,107,99,105,101,100,·,101,7,101
O=C(COC(=O)CNC(=O)C12CC3CC(CC(C3)C1)C2)Nc1ccccc1,-3,-25,105,103,101,104,102,·,103,16,101
N/C(=N\OC(=O)CC(c1ccccc1)c1ccccc1)c1cccnc1,2,0,105,108,101,100,100,·,99,2,97
CC(=O)N1CC=CC1(CC(C)C)C(=O)NCCN1CCOCC1 (stereo not given),0,0,110,101,107,109,103,-2,103,16,97
CCC(=O)N1c2ccc(S(=O)(=O)CCC(=O)NCCC3=CCCCC3)cc2CC1C (stereo not given),0,0,104,109,104,103,107,9,105,3,101
CCn1cc(CNC(=O)/C=C/c2ccc([N+](=O)[O-])cc2)c(C)n1,0,-5,98,105,99,102,102,·,101,1,96
CN1C(=O)CC(n2c(CO)nc3ccccc32)C1=O (stereo not given),0,-2,99,100,100,112,100,19,98,6,99
NC(=O)c1ccc(NC(=S)NCc2ccco2)cc1,-3,-12,102,104,106,103,105,5,102,12,102
CC1=NN(c2ccc(Cl)c(C(=O)O)c2)C(=O)C1,1,-77,107,99,103,103,98,20,103,7,100
S=C(NCC1CCCO1)Nc1cc(Cl)c(Cl)cc1Cl (stereo not given),0,-33,102,95,98,106,96,-8,98,0,100
c1cncc(-c2nnc3n2N=C(c2cccs2)CS3)c1,13,0,92,89,89,100,88,13,90,24,94
COc1ccccc1CNC(=S)NCCc1ccccc1,-4,-19,103,96,103,98,101,-5,102,15,98

# Rows are unselected. Share with any hit: about 2.9%.
